SUMO Mot1 rescue: inhibitors of SUMOylation pathway: yeast Mot1-301 growth rescue; S. cerevisiae Mot1-301 growth rescue, ATP luminescence, 38.5C; percent above DMSO median, 100 means doubled; growth rescue, % at 18.8 µM; 320,000 tested, 1% active; AID 2716;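 active = every valid replicate shows activation above 250% relative to neutral control wells; inactive = the rest, any valid replicate at or below 250%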;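 also: OY570 slx delta 5 strain wells were the positive control but not used for scaling; some compounds called inactive have numbers as strong as hits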
E coli growth: reduces bacterial viability in AddAB counter-screen; E. coli V3065 growth, OD600 absorbance, 18 h; AID 449728; 330,000 tested, 0.27% active; inhibition, % at 11.9 µM;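 active = inhibition above the campaign's mean inhibition across all tested compounds plus 3 SD, cut at about 9.9% in these data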;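 also: uninfected addAB+ strain grown without phage in ampicillin broth; 0% = DMSO wells and 100% = ciprofloxacin 0.95 µg/ml wells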
AddAB inh: less growth of phage-infected E. coli with AddAB; E. coli expressing H. pylori AddAB, absorbance growth; inhibition, % at 11.9 µM; 330,000 tested, 0.29% active; AID 435030; in the data active = inhibition above about 12%;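 also: 0% = vehicle wells of infected cells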
Tat transport: inhibitors of E. coli Tat protein transport; E. coli MC4100 TorA-mCherry Tat export, fluorescence; inhibition, % at 10 µM; 340,000 tested, 0.036% active; AID 488895;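 active = mean replicate inhibition at least 50% and at least half of replicates individually reaching 50%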;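 also: exported cargo escapes ClpAP degradation while cytoplasmic cargo is degraded and loses fluorescence; 0% = median of neutral control wells and 100% = median of NaSCN control wells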
PKA-R2B act: activators of human PKA-R2B complex; 340,000 tested, 0.079% active; activation, % at 11.4 µM; AID 504700; PKA-R2B holoenzyme dissociation, Cy5-IP20 fluorescence polarization; R2B truncated from residue 108, S112A mutant; 0% DMSO only, 100% 113 µM cGMP;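 active = activation above a cutoff set at the mean over all compounds plus 3 SD, cut at about 18% in these data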;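 also: higher means more holoenzyme dissociation and a rise in polarization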
Target sequence (P31323 whole entry, looked up, other chains not shown, the tested form may be a part): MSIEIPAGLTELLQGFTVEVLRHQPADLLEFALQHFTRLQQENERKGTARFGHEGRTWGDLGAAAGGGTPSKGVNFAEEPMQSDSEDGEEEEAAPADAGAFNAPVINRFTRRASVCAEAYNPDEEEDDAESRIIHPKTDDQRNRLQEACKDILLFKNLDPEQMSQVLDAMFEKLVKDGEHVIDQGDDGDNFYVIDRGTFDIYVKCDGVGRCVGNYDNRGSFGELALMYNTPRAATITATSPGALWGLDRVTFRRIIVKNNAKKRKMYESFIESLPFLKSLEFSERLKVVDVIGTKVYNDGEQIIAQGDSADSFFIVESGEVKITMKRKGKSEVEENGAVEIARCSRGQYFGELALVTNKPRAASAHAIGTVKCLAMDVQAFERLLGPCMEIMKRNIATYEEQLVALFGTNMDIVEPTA
HTR5A inv ctr: inverse agonist of human HTR5A in OPRM1-OPRD1 counter-screen; P47898; HTR5A cell line, luminescence, inverse agonism; inhibition, % at 9.3 µM; 340,000 tested, 0.083% active; AID 504634; in the data active = inhibition mostly above about 23%, no sharp cut-off; inactive = mostly below about 18%;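 also: 0% = cells with DMSO and 100% = no-cell wells with DMSO; some compounds called inactive have numbers as strong as hits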
HTR5A ag: counter-screen for OPRM1-OPRD1 agonists: human HTR5A agonism. P47898. HTR5A agonist assay, luminescence, cell-based. activation, % at 9.3 µM. 340,000 tested, 0.61% active. AID 504692; in the data active = activation mostly above about 9.5%, no sharp cut-off; inactive = mostly below about 7.6%;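 also: 0% = cells with vehicle only and 100% = reference agonist; strong numbers were not always called active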
CDK5 inh: CDK5/p35 (human) kinase inhibition | Recombinant CDK5/p35, ADP-Glo luminescence, 60 min | Q00535+Q15078 | inhibition, % at 10 µM | AID 488839 | 330,000 tested, 0.01% active;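 active = highest replicate inhibition of at least 50% and at least 75% of replicates reaching 50%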;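 also: plate controls were DMSO neutral control for no effect and GW8510 at 10 µM for full effect; many of its hits are not listed in these tables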
DAGLB inhibitor: diacylglycerol lipase beta (human) inhibition; Q8NCG7; HEK293T DAGLB membrane lysate, EnzChek fluorogenic substrate; inhibition, % at 5.17 µM; 340,000 tested, 0.059% active; AID 504411; in the data active = inhibition above about 34%;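 also: 0% = enzyme with vehicle and 100% = wells lacking enzyme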
Target sequence (Q8NCG7 whole entry, looked up): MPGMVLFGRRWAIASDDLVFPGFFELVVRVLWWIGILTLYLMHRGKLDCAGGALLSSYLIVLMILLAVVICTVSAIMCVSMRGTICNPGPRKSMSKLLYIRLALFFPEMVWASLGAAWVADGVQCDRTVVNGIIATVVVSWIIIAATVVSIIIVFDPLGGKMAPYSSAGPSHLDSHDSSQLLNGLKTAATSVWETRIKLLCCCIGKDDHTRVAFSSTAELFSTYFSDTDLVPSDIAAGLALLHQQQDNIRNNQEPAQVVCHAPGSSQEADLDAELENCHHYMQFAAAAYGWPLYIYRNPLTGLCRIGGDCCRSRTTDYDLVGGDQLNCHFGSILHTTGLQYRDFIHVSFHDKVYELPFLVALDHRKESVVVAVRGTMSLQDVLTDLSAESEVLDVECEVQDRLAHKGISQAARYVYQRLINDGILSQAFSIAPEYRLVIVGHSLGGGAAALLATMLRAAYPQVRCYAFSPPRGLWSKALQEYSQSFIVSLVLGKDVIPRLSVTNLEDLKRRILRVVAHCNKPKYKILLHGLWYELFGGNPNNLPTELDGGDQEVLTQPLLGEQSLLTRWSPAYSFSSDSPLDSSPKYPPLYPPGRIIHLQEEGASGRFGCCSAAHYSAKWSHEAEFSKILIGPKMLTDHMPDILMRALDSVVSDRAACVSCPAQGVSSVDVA
phage Ecoli inh: E. coli growth loss with phage present; 360,000 tested, 0.26% active; growth absorbance; inhibition, % at 11.9 µM; in the data active = inhibition above about 11%
PKA-R1A act: activators of PKA-R1A complex; activation, % at 11.4 µM; AID 504707; P00514+P68181; PKA-R1A dissociation, Cy5-IP20 fluorescence polarization; scaled: DMSO 0%, 113 µM cGMP 100%; 340,000 tested, 0.083% active;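 active = percent activation above the mean of all tested compounds plus 3 SD, cut at about 19% in these data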;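 also: higher means more PKAc released from R1A so a rise in polarization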
Active calls of the source: *; . = not tested or not shown.

SMILES | SUMO Mot1 rescue | E coli growth | AddAB inh | Tat transport | PKA-R2B act | HTR5A inv ctr | HTR5A ag | CDK5 inh | DAGLB inhibitor | phage Ecoli inh | PKA-R1A act
CCOC(=O)N1CCN(C(=O)CC(C(=O)N2CCc3ccccc32)n2ccnc2)CC1 (stereo not given) | . | -2.4 | -0.7 | 1.2 | -10.3 | -12.5 | 0.9 | 2.4 | -0.3 | 3.3 | -9.6
O=c1c2ccccc2nc(/C=C/c2ccc(O)cc2)n1CCc1ccccc1 | -2.0 | 1.2 | 3.0 | -1.7 | -4.6 | -15.8 | 6.2 | -1.6 | -5.0 | 2.0 | 4.8
O=C1OCCC1Sc1nnc(-c2ccc(O)cc2)o1 (stereo not given) | 3.0 | 0.7 | -2.7 | -2.2 | 3.6 | -21.1 | 2.4 | 3.3 | 0.0 | -1.0 | 2.5
O=[N+]([O-])c1cccnc1N1CCN(c2ccccc2F)CC1 | 0.1 | -0.6 | 0.7 | -8.2 | 3.1 | -3.8 | 1.5 | 0.7 | -5.9 | 1.4 | 9.8
CCCC(=O)Nc1cc(C)c(NC(=O)C23CC4CC(CC(C4)C2)C3)cn1 | 278.9 | 2.6 | 3.8 | 5.7 | -13.0 | -18.6 | 0.4 | -0.3 | 2.7 | 2.7 | -5.3
COc1cccc(OCC(=O)NNC(=O)Cc2cccs2)c1 | 3.9 | 0.0 | -0.3 | -3.8 | -3.5 | -42.0 | 2.1 | -0.1 | 4.4 | 4.2 | 2.1
COc1cc(/C=C2/NC(=O)N(c3cccc(Cl)c3)C2=O)ccc1O | 11.3 | -2.1 | 3.3 | -0.9 | -7.7 | 1.8 | -1.8 | 0.4 | -2.2 | 3.2 | -4.7
Cc1ccc(S(=O)(=O)CCC(=O)OCC(=O)N2c3ccccc3CC2C)cc1 (stereo not given) | 8.7 | -2.7 | -2.7 | 4.7 | -5.6 | -75.6 | 29.0* | -0.5 | -4.8 | 1.6 | -4.7
NC(=O)CNC(=O)[C@@H]1CC2(CC(c3cccc(Br)c3)=NO2)CN1C(=O)c1ccc(Br)cc1 (stereo not given in full) | 128.7 | -2.1 | 1.1 | 1.8 | -5.3 | 2.6 | 7.2 | -1.9 | 2.5 | 0.8 | -13.0
Cc1cccc(N(CC(=O)NCC2CCCO2)C(=O)CNS(=O)(=O)c2ccc(Cl)cc2)c1 (stereo not given) | -5.9 | -1.9 | 1.0 | 7.7 | 0.5 | -3.9 | -2.4 | -0.4 | 0.0 | 2.2 | 7.2
OCCNc1c2ccccc2nc2ccccc12 | 10.8 | 4.3 | 4.5 | -5.6 | -5.5 | 13.9 | -5.0 | 1.5 | 0.7 | 5.2 | 5.1
CSc1ccc(/C=C/c2cc(=O)c3ccccc3[nH]2)cc1 | -0.6 | 1.0 | 6.4 | 14.9 | 5.8 | 2.9 | 2.5 | -0.8 | -2.5 | 3.9 | 8.6
COc1ccc(N2CCN(C(=O)CCCn3nnnc3CN3CCOCC3)C(C)C2)cc1 (stereo not given) | -2.6 | 1.0 | -0.6 | -7.7 | -9.2 | 1.4 | 0.8 | -0.5 | 1.6 | 2.8 | 0.6
CCn1c(C)cs/c1=N\C(=S)Nc1ccccc1C | 321.7 | 0.1 | 1.3 | 2.5 | -6.0 | -3.6 | 1.0 | 0.5 | -0.9 | -0.3 | -10.1
Cc1cccc(C(=O)NCCC(=O)Nc2ccc(C#N)cc2)c1 | 0.6 | 1.7 | 4.2 | -3.3 | -6.9 | 7.2 | -2.7 | 0.5 | -0.1 | 2.0 | -5.1
N=C(N)SCCN | 234.3 | 0.9 | -0.8 | -3.9 | -9.0 | 1.1 | -0.3 | 1.1 | -1.2 | 1.3 | -3.3
CCn1c(SCC(=O)Nc2ccc(S(=O)(=O)Nc3onc(C)c3C)cc2)nnc1-c1ccccc1 | 8.7 | -3.1 | 0.3 | -1.5 | -2.9 | 8.0 | -0.7 | -0.9 | 0.9 | -1.5 | 6.4
CC1(C)C=C(c2ccc(C=O)s2)CC(C)(C)N1C=O | 9.7 | -0.4 | 0.2 | -8.2 | -4.7 | -6.5 | -4.8 | -0.1 | 2.5 | 2.4 | 1.0
COc1ccc(SC[C@H](C)CN2CC[C@H](C(C)(C)C)CCC2=O)cc1 | 6.3 | 1.6 | 0.4 | 11.7 | 2.4 | -0.8 | 5.2 | -1.6 | -14.5 | 3.2 | -8.6
CC1CCCN(C(=O)COC(=O)CNC(=O)c2ccc(Br)cc2)C1 (stereo not given) | -10.1 | 0.1 | -0.3 | -8.0 | -2.5 | 6.6 | -2.6 | 0.7 | -0.7 | 2.6 | 3.5
CCn1c2ccccc2c2cc(NC(=O)C(=O)NCC3CCCO3)ccc21 (stereo not given) | 0.2 | 1.4 | 0.2 | 2.5 | -0.6 | -10.5 | 3.8 | -0.5 | 1.3 | 1.6 | -4.2
O=C(Cc1c[nH]c2ccccc12)N/N=C/c1ccc(F)cc1 | -6.5 | 2.0 | 8.1 | -11.7 | -0.8 | 13.6 | 1.1 | -0.3 | 0.7 | 6.1 | -14.8
O=C(c1cc(-c2ccccc2Cl)nc2ccccc12)N1CCOCC1 | -21.6 | -0.5 | -1.3 | -5.7 | -9.1 | -9.6 | -3.4 | 0.1 | 2.1 | 2.6 | -7.3
COC(=O)c1[nH]c2cccc(C)c2c1NC(=O)CN1CCN(c2ccccc2OC)CC1 | -3.9 | 0.4 | 4.0 | -11.1 | -9.2 | -9.8 | -1.3 | 0.6 | 1.4 | 3.8 | -3.3
CCNc1ccc(Br)cc(C(=O)/C=C/c2ccccc2Cl)c1=O | -10.3 | -2.8 | 4.2 | 0.9 | -2.2 | -11.0 | 4.3 | -0.4 | 13.1 | 3.4 | -9.1

Ordered by the number under DAGLB inhibitor (low to high): three from the list above.
molecule	SUMO Mot1 rescue	AddAB inh	Tat transport	PKA-R2B act	CDK5 inh	DAGLB inhibitor	phage Ecoli inh	PKA-R1A act
CC1CCCN(C(=O)COC(=O)CNC(=O)c2ccc(Br)cc2)C1 (stereo not given)	-10.1	-0.3	-8.0	-2.5	0.7	-0.7	2.6	3.5
CCOC(=O)N1CCN(C(=O)CC(C(=O)N2CCc3ccccc32)n2ccnc2)CC1 (stereo not given)	.	-0.7	1.2	-10.3	2.4	-0.3	3.3	-9.6
CCn1c(SCC(=O)Nc2ccc(S(=O)(=O)Nc3onc(C)c3C)cc2)nnc1-c1ccccc1	8.7	0.3	-1.5	-2.9	-0.9	0.9	-1.5	6.4

Continued.
SMILES | SUMO Mot1 rescue | E coli growth | AddAB inh | Tat transport | PKA-R2B act | HTR5A inv ctr | HTR5A ag | CDK5 inh | DAGLB inhibitor | phage Ecoli inh | PKA-R1A act
CC(=O)Nc1ccc(S(=O)(=O)N2CCSC2c2ccc(C)cc2)cc1 (stereo not given) | -0.6 | -0.4 | -1.5 | 16.3 | -8.7 | 9.0 | -0.1 | -2.0 | -0.5 | 2.7 | -6.5
COCCNC(=O)c1ccc2nc(Cc3ccc(OC)c(OC)c3)oc2c1 | -14.9 | 1.9 | 2.9 | 1.6 | -4.3 | 2.0 | -0.6 | -0.2 | -0.8 | 0.5 | 5.7
CCCN1C(=O)/C(=C2\SC(N3CCCCC3)=NC2=O)c2ccccc21 | . | 2.6 | 3.6 | 15.6 | 1.4 | 0.8 | 7.5 | 2.6 | 6.5 | 3.1 | -11.0
CNC(=O)COC(=O)c1ccc(Cl)c(S(N)(=O)=O)c1 | -21.1 | -3.6 | 0.8 | -3.4 | -0.8 | -25.1 | -5.5 | -1.5 | -0.1 | 0.9 | 3.5
COc1ccc(C(=O)N2CCC(C(=O)O)CC2)c2ccccc12 | -15.9 | 0.9 | 3.3 | 4.4 | 2.4 | -2.1 | 1.3 | 1.0 | -1.5 | 0.7 | 8.3
O=C(NCC(c1cccs1)N1CCOCC1)c1cccc(S(=O)(=O)Nc2ccc(F)cc2)c1 (stereo not given) | . | . | . | -1.4 | -9.1 | 6.0 | -2.4 | -2.1 | 3.7 | -1.4 | -6.1
O=C(COc1ccccc1)N1CCN(c2ccccc2)CC1 | 60.2 | -0.8 | 6.3 | -1.5 | 12.2 | -31.6 | -3.0 | -0.2 | -3.8 | 2.1 | -0.4
CCOC(=O)C1(Cc2ccccc2C(F)(F)F)CCN(C2CCN(C(C)=O)CC2)CC1 | -9.3 | 1.8 | 1.4 | -9.5 | 2.0 | -1.0 | -2.7 | -0.9 | -0.7 | 3.9 | -0.5
COc1ccccc1NC(=O)NCCC1=CCCCC1 | 11.9 | -1.6 | -0.8 | -3.5 | 2.1 | -18.4 | 2.5 | 0.1 | -2.2 | 1.5 | -5.8
O=C(C1CCN(c2nnc(-n3cccc3)s2)CC1)N1CCCCC1 | -2.3 | 2.1 | 2.8 | 0.7 | 3.1 | 20.0 | -2.1 | 0.5 | -0.5 | 0.7 | -10.0
Cn1cc(CN2CCC(C(=O)Nc3ccc(Oc4ccccc4F)cc3)CC2)cn1 | . | -1.0 | 0.4 | -5.1 | 1.3 | 6.5 | -1.6 | -0.3 | -2.8 | 4.8 | -10.6
O=C(CSc1nnc(-c2ccccc2O)o1)Oc1ccc(OCc2ccccc2)cc1 | . | -1.0 | 1.5 | 3.8 | -8.9 | -7.4 | 2.8 | -2.1 | -5.9 | -1.8 | -3.6
Cc1cc(N2CCOCC2)nc(SCC(=O)c2ccccc2)n1 | 32.4 | 0.9 | 0.0 | 1.0 | 5.1 | 7.0 | -3.0 | 2.8 | 3.3 | 4.0 | 0.5
O=C(c1ccco1)N1CCN(C(c2ccccc2F)c2nnnn2CC2CCCO2)CC1 (stereo not given) | 534.3 | -0.7 | 1.5 | -0.8 | -4.3 | 12.3 | -4.9 | -0.6 | -2.5 | 0.7 | -23.2
Cc1onc(-c2ccccc2)c1C1=N/C(=C\c2ccccc2F)C(=O)O1 | 13.5 | 1.1 | 0.8 | 19.2 | 2.4 | 5.5 | -0.7 | -2.2 | 1.1 | 2.8 | 9.1
O=[N+]([O-])c1ccc(/C=N/Nc2ccnc3cc(Cl)ccc23)o1 | -9.2 | 8.9 | 9.9 | -11.9 | 1.1 | 9.7 | -4.0 | 0.9 | 17.4 | 7.0 | 3.8
COc1ccc(N(C(=O)c2cnccn2)C(C(=O)NC2CCCCC2)c2ccccc2)cc1 (stereo not given) | 18.2 | -0.4 | 5.2 | -3.0 | -9.6 | -39.1 | 13.8 | 0.8 | -1.8 | 2.7 | -7.3
Cc1cc(C(=O)N2CCC(Cc3ccccc3)CC2)ccc1[N+](=O)[O-] | 43.2 | -1.1 | 3.7 | 10.0 | -0.8 | -6.6 | 2.2 | -0.3 | -11.5 | -0.2 | -0.3
CCN1C(=O)N[C@@H](CCc2ccccc2)[C@@H](C(=O)OC)[C@H]1C | -21.4 | -0.1 | -1.6 | -7.6 | 2.6 | 12.5 | 2.9 | 1.3 | 1.1 | 1.5 | 1.7
CC1(C)Cc2c(cnn2-c2ccccc2)C(=O)/C1=N\NC(=O)c1ccncc1 | -3.0 | 1.3 | 1.8 | -14.0 | -4.2 | -55.2 | 3.6 | 0.6 | -1.0 | -0.8 | -3.3
COc1ccc(OCC(O)CN2CCN(c3ccccc3)CC2)cc1 (stereo not given) | 14.0 | 2.4 | 0.3 | -0.6 | -7.0 | 0.4 | -0.1 | 0.7 | -2.7 | 1.7 | -10.4

From PubChem
